Screening results deposited in PubChem BioAssay by The Scripps Research Institute Molecular Screening Center.
CHO-K1 Ca antag = M1 antagonist counterscreen hit in parental CHO-K1 cells | ATP-induced calcium, Fluo-8 fluorescence | inhibition, % at 3 µM | 0.6% of 360,000 active | AID 602250;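 active = inhibition above a per-plate cutoff, the plate's mean sample inhibition plus 3 SD, cut at about 24% in these data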;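 also: 0% = DMSO plus EC80 ATP and 100% = DMSO alone without ATP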
M5 PAM = CHRM5 positive allosteric modulation; P08912; CHO-K1 hM5, Fluo-8 calcium, ACh EC20 PAM; 0% = ACh EC20, 100% = ACh EC100; activation, % at 3 µM; 0.3% of 360,000 active; AID 624038;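 active = activation above the run cutoff, the mean activation of all test compounds plus 3 SD, cut at about 18% in these data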
Target sequence (P08912 whole entry, looked up): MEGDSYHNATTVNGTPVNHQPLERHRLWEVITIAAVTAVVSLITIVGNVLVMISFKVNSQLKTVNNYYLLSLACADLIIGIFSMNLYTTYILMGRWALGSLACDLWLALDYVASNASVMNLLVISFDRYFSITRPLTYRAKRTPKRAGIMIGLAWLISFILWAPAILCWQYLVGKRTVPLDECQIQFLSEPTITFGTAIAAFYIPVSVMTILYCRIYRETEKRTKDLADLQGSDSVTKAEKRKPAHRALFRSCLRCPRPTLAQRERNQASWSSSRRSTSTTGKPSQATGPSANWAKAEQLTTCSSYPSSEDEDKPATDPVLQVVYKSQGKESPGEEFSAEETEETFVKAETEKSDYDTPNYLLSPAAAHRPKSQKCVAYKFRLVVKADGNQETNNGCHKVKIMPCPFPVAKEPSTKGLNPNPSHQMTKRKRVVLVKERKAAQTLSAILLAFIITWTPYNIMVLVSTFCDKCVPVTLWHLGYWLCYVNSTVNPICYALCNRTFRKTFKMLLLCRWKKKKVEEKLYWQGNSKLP
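Assay system: CHO-K1 hM5 cells. Also added: acetylcholine at EC20 concentration, added after compound. Dosing: 3 µM, single dose. Times: compound preincubation 140 s before EC20 acetylcholine addition. Signal: Fluo-8 calcium fluorescence. Measure: % activation relative to EC20 and EC100 ACh responses. Repeats: singlicate, one well per test compound.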
M4 antag = blocks acetylcholine activation of human M4 receptor. AID 624125. inhibition, % at 3 µM. CHO-hM4 cells, ACh EC80, Fluo-8 calcium fluorescence. 0.73% of 360,000 active;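 active = inhibition above its plate's cutoff, the mean inhibition of sample wells plus 3 SD, cut at about 27% in these data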;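 also: 0% = acetylcholine EC80 with DMSO and 100% = DMSO without agonist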
Target sequence (P08173 whole entry, looked up): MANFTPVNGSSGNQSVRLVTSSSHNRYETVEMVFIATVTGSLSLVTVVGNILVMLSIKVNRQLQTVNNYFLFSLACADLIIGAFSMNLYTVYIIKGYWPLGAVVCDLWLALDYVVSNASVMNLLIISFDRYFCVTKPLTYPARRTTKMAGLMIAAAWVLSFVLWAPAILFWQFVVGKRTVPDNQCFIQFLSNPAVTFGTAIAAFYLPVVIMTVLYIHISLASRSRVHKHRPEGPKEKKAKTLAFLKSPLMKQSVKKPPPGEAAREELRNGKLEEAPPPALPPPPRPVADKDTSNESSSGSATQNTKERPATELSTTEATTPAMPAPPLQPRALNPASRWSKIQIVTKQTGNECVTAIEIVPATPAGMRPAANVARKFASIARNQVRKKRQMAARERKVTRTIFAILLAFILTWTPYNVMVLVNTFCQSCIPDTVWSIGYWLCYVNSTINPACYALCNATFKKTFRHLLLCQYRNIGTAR
CHRM4 PAM = potentiates acetylcholine response at human M4 receptor; AID 624126; activation, % at 3 µM; 0.4% of 360,000 active; P08173; CHO-K1 hM4/Gqi5, Fluo-8 calcium fluorescence, ACh EC20; 0% = ACh EC20, 100% = maximal ACh;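 active = activation above its plate's cutoff, the mean activation of sample wells plus 3 SD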; also: some results filed as inactive read as strong as hits
CHRM5 antagonist = antagonists of human muscarinic M5 receptor (CHRM5). P08912. CHO-hM5 cells, Fluo-8 calcium fluorescence, ACh EC80. inhibition, % at 3 µM. 0.59% of 360,000 active. AID 624040;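 active = inhibition above a per-plate cutoff, the mean of that plate's test compounds plus 3 SD, cut at about 27% in these data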;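 also: 0% = acetylcholine EC80 with DMSO and 100% = DMSO without agonist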
M1 PAM parental = counter-screen for M1 PAMs: effect in parental CHO-K1 cells. 0.02% of 360,000 active. ATP EC20, Fluo-8 calcium fluorescence; 0% at ATP EC20, 100% at ATP max. activation, % at 3 µM;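 active = activation above the run cutoff, the mean activation of all test compounds plus 3 SD, cut at about 40% in these data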;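 also: peak over basal fluorescence ratio in a 140 s read after ATP addition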
CHO-K1 Ca ag = M1 agonist counterscreen hit in parental CHO-K1 cells; Fluo-8 calcium fluorescence; scaled to maximal ATP response, vehicle zero; activation, % at 3 µM; 0.48% of 360,000 active; AID 602248; in the data active = activation above about 15%;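 also: untransfected CHO-K1 host cells lacking M1 receptor as counterscreen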
CHRM5 agonist = agonists of human muscarinic M5 receptor (CHRM5). P08912. CHO-K1 hM5 cells, Fluo-8 calcium fluorescence; 0% DMSO wells, 100% maximal acetylcholine response. activation, % at 3 µM. 0.19% of 360,000 active;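 active = activation above the run's mean over test compounds plus 3 SD, cut at about 23% in these data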;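 also: signal is peak over basal fluorescence ratio across the kinetic read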
M4 ag = agonists of human muscarinic M4 receptor (CHRM4); 0.14% of 360,000 active; AID 624127; activation, % at 3 µM; CHO-K1 hM4/Gqi5, Fluo-8 calcium fluorescence; vehicle 0%, full acetylcholine response 100%; P08173;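 active = activation above the run mean over all test wells plus 3 SD, cut at about 32% in these data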;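 also: peak over basal fluorescence ratio per well then scaled between controls; 0% = DMSO wells and 100% = acetylcholine at EC100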
An asterisk follows results filed as active.

SMILES | CHO-K1 Ca antag | M5 PAM | M4 antag | CHRM4 PAM | CHRM5 antagonist | M1 PAM parental | CHO-K1 Ca ag | CHRM5 agonist | M4 ag
Cc1ccc(/C(N)=N/OC(=O)Cc2cccs2)cc1 | -7 | 1 | -4 | 20 | -2 | 17 | 0.8 | -3 | -2
CC1(C(=O)NCc2cccs2)Cc2c(-c3ccc4c(c3)OCO4)ccnc2O1 (centres undefined) | 0 | -2 | -27 | 10 | -3 | -3 | 0.6 | -2 | 2
O=C(CCC(=O)N(CC(=O)NC1CCCC1)c1ccc(F)cc1)Nc1nccs1 | 2 | -2 | 2 | -4 | 12 | -11 | 0.3 | -1 | 1
Cc1cc(C(=O)Nc2ccc(N3CCCC3)c(Cl)c2)ccc1[N+](=O)[O-] | 2 | -16 | -6 | -8 | 5 | 9 | 6.1 | -5 | 6
COc1ccccc1CNC(=O)c1cc(-c2ccccc2)nn1CC1CC(c2cccc([N+](=O)[O-])c2)=NO1 (centres undefined) | 8 | -21 | 2 | -4 | 19 | -14 | 0.1 | 2 | 8
Cc1ccc(-c2nn(-c3ccccc3)cc2C(=O)NCCCN2CCOCC2)cc1 | -8 | 2 | -2 | -4 | 1 | 16 | 3.2 | -1 | 6
Cc1nn(C)c(C)c1NS(=O)(=O)c1ccccc1 | -6 | 3 | 7 | 5 | 1 | 18 | 1.0 | 0 | 0
O=S(=O)(c1ccccc1)N1CCCC1c1cccs1 (centres undefined) | -8 | 0 | -2 | 2 | 4 | 16 | 0.4 | -7 | -1
O=c1cc(CN2CCN(c3ccc(O)cc3)CC2)nc2scc(-c3ccccc3)n12 | 0 | -5 | 2 | -2 | 6 | -1 | -0.2 | 1 | -1
CCCc1cc(=O)[nH]c(SCC(=O)Nc2sc3c(c2C#N)CCC(C)C3)n1 (centres undefined) | -9 | 1 | -1 | -6 | 8 | 13 | 0.6 | 2 | 4
Cc1c(Br)c(O)c(Br)c(O)c1/C=N/n1c(-c2ccccc2)n[nH]c1=S | 11 | 7 | 10 | -5 | 9 | 0 | 1.3 | 3 | 2
Cc1[nH]n(-c2ccccc2)c(=O)c1C(=O)Nc1ccccc1 | -16 | 8 | -10 | 6 | 0 | 19 | 3.2 | 0 | 1
CN(C)S(=O)(=O)N1CCN(S(=O)(=O)c2ccc3ccccc3c2)CC1 | -16 | -5 | -15 | -5 | -10 | -3 | 0.8 | -1 | 4
CSc1ccc(S(=O)(=O)NCC(=O)OCC(=O)NCCc2ccccc2)cc1[N+](=O)[O-] | -5 | 0 | -3 | 1 | 4 | 15 | 3.2 | -2 | 5
CCCOc1ccc(C(=O)CCC(=O)OC(C)C(=O)Nc2ccc(NC(C)=O)cc2)cc1 (centres undefined) | -1 | 9 | -19 | 3 | -12 | 14 | 0.6 | -5 | 1
COCCn1c(C)cc(O)c(C(=O)Nc2cccc(Cl)c2)c1=O | -24 | 4 | -17 | 5 | -3 | 14 | 0.3 | -3 | 0
O=CN1CCN(C(C(=O)NC2CCCC2)c2ccc(Cl)cc2)CC1 (centres undefined) | -15 | 6 | 7 | -4 | -4 | 21 | 0.4 | -1 | 0
O=C(Nc1ccnc(-c2cccnc2)n1)c1ccccc1Cl | -3 | 3 | -1 | 0 | -1 | 6 | 1.4 | -5 | 5
C/C(=N\NC(=O)c1cccc(N2CCCC2=O)c1)c1ccc(N)cc1 | -11 | -3 | -7 | -4 | -4 | 22 | 1.1 | 0 | 0
CC1(CCc2ccccc2)NC(=O)NC1=O (centres undefined) | -11 | -19 | 8 | -3 | 18 | -12 | 3.3 | 2 | 14
Cc1ccc(SCCc2cc[n+](CC(=O)c3ccccc3)cc2)cc1 | -15 | -5 | 7 | -8 | 16 | -6 | 0.7 | -3 | 0
CCOC(=O)C1CCN(C(=O)CCn2c(=O)oc3ccccc32)CC1 | -25 | -1 | -17 | 2 | -1 | 16 | 0.2 | -1 | 1
CC(C)Cn1c(=O)[nH]c2ccccc21 | -6 | 3 | 3 | 19 | 3 | 4 | 0.2 | -1 | 0
O=c1[nH]c2ccc(NS(=O)(=O)c3ccc([N+](=O)[O-])cc3)cc2[nH]1 | -9 | 2 | -12 | 21 | 2 | -1 | 3.5 | -1 | 2
Cc1ccc(C(=O)NNC(=O)c2cccs2)cc1 | -14 | 1 | -3 | 9 | 11 | 9 | -0.1 | 1 | 1

A portion of the results above, as a working copy:
SMILES | CHO-K1 Ca antag | M5 PAM | M4 antag | CHRM4 PAM | CHRM5 antagonist | M1 PAM parental | CHO-K1 Ca ag | CHRM5 agonist | M4 ag
CCCOc1ccc(C(=O)CCC(=O)OC(C)C(=O)Nc2ccc(NC(C)=O)cc2)cc1 (centres undefined) | -1 | 9 | -19 | 3 | -12 | 14 | 0.6 | -5 | 1
COCCn1c(C)cc(O)c(C(=O)Nc2cccc(Cl)c2)c1=O | -24 | 4 | -17 | 5 | -3 | 14 | 0.3 | -3 | 0
O=CN1CCN(C(C(=O)NC2CCCC2)c2ccc(Cl)cc2)CC1 (centres undefined) | -15 | 6 | 7 | -4 | -4 | 21 | 0.4 | -1 | 0
O=C(Nc1ccnc(-c2cccnc2)n1)c1ccccc1Cl | -3 | 3 | -1 | 0 | -1 | 6 | 1.4 | -5 | 5
C/C(=N\NC(=O)c1cccc(N2CCCC2=O)c1)c1ccc(N)cc1 | -11 | -3 | -7 | -4 | -4 | 22 | 1.1 | 0 | 0
CC1(CCc2ccccc2)NC(=O)NC1=O (centres undefined) | -11 | -19 | 8 | -3 | 18 | -12 | 3.3 | 2 | 14
Cc1ccc(SCCc2cc[n+](CC(=O)c3ccccc3)cc2)cc1 | -15 | -5 | 7 | -8 | 16 | -6 | 0.7 | -3 | 0
CCOC(=O)C1CCN(C(=O)CCn2c(=O)oc3ccccc32)CC1 | -25 | -1 | -17 | 2 | -1 | 16 | 0.2 | -1 | 1
CC(C)Cn1c(=O)[nH]c2ccccc21 | -6 | 3 | 3 | 19 | 3 | 4 | 0.2 | -1 | 0

Continued.
SMILES | CHO-K1 Ca antag | M5 PAM | M4 antag | CHRM4 PAM | CHRM5 antagonist | M1 PAM parental | CHO-K1 Ca ag | CHRM5 agonist | M4 ag
CNC(=O)NC(=O)C(OC(=O)c1cccc(S(=O)(=O)N2CCCCC2)c1)c1ccccc1 (centres undefined) | -17 | -7 | -2 | 2 | 12 | 27 | 0.6 | -5 | 0
Cc1occc1C(=O)/C(C#N)=C/c1ccc(O)c(Br)c1 | -5 | 9 | -8 | 2 | -5 | 12 | 1.6 | 0 | 8
COc1ccccc1N1CC(C(=O)OC(C)C(=O)Nc2ccc(F)cc2)CC1=O (centres undefined) | 3 | -3 | -4 | 2 | 2 | 11 | 0.6 | 3 | 0
COc1ccc(NC(=O)C2CCCN(S(=O)(=O)c3cnc[nH]3)C2)cc1 (centres undefined) | 11 | 0 | -15 | 6 | -1 | -9 | 0.2 | 2 | 0
COc1cc2oc(=O)cc(-c3ccc(-c4ccc(C(F)(F)F)cc4)cc3)c2c(OC)c1OC | -20 | 0 | -8 | 10 | 3 | 23 | 0.0 | 1 | 0
CCOc1ccc(NCC(=O)Nc2ccc(C)cc2C)cc1 | -11 | 7 | 11 | -1 | -4 | 20 | 1.1 | 1 | -1
O=C(NCCc1nnc2ccc(NCCCN3CCOCC3)nn12)c1ccccc1F | -11 | -2 | -4 | 5 | 7 | -4 | 0.3 | -4 | 1
CCN(CC(=O)Nc1ccccc1C(F)(F)F)C(=O)Cc1ccccc1 | -16 | -6 | -3 | 1 | 18 | 1 | 0.8 | -3 | 1
Cc1cc(Cl)ccc1NC(=S)NCCc1ccc(S(N)(=O)=O)cc1 | -10 | -7 | 1 | -3 | 1 | 16 | 0.7 | -3 | 2
O=C1CN(C(=O)COC(=O)CCSc2ccccc2Cl)c2ccccc2N1 | -7 | -19 | -10 | 1 | -5 | 6 | 0.8 | -7 | 2
CC1CCN(C(=O)NC(=O)c2ccc(Cl)cc2)CC1 | 0 | -3 | 10 | -4 | 6 | 0 | 0.4 | 0 | 0
O=C(NC1(O)C(=O)c2ccccc2C1=O)c1c(Cl)cccc1Cl | 7 | 2 | 14 | -5 | 7 | -22 | -0.4 | 2 | 0
CCC(C)NC(=O)/C=C/c1ccc(S(=O)(=O)NCc2ccco2)cc1 (centres undefined) | -7 | 7 | -13 | 0 | -2 | -1 | 0.5 | -6 | 1
COc1cc(-c2nnc(NC(=O)CCS(=O)(=O)c3ccccc3)o2)cc(OC)c1OC | -10 | 3 | -21 | 4 | -3 | -20 | 0.7 | -3 | 1
C/C(=N\NC(=O)c1ccc(OC2CCCC2)cc1)c1ccc(O)cc1 | 6 | 3 | 2 | -10 | 2 | 20 | 0.4 | -1 | 1
CN1CCN(c2ncnc3c2ncn3[C@H]2CN(Cc3cccnc3)C[C@@H](CO)O2)CC1 | -6 | 0 | 6 | -3 | 0 | 3 | -0.1 | 0 | 1
Nc1c2nc(-c3ccccc3)[nH]c(=O)c2nc(=O)n1-c1ccccc1 | -13 | 1 | -8 | 0 | 7 | 10 | 1.3 | 1 | 0
O=C(Cc1cccc2ccccc12)Nc1c(F)cccc1F | -6 | -3 | 1 | -5 | 3 | -8 | 0.7 | -4 | 1
CCN1C(=O)[C@H]2[C@@H](c3ccc(C(F)(F)F)cc3)N[C@]3(CCCN(Cc4ccco4)C3=O)[C@H]2C1=O | -13 | -4 | -6 | 1 | 5 | 16 | 0.4 | 1 | 0
CCn1c(O)c(/C=N/N=C/c2ccc(OC)cc2)c2cc(C3=NNC(=O)CC3)ccc21 | -20 | 7 | -9 | 5 | -18 | 17 | 0.8 | 4 | 0
CC(=O)c1c(C)[nH]c(C(=O)Nc2ccc(F)cc2F)c1C | -13 | 2 | -3 | 13 | -13 | 1 | 1.1 | -3 | 2
CC(=O)Nc1ccc(S(=O)(=O)N2CCN(c3ccc(C(C)=O)cc3)CC2)cc1 | -8 | -5 | 4 | -3 | -3 | 7 | 4.5 | 4 | 5
COC(=O)c1c(NC(=O)CN2CCC3(O)CCCCC3C2c2cc(OC)ccc2OC)sc(C)c1C (centres undefined) | -6 | -7 | 0 | -2 | 0 | 12 | -0.1 | -5 | -1
CC(=O)Nc1ccc(Oc2cnc3ccccc3n2)cc1 | 0 | -6 | -6 | 2 | -5 | 7 | 1.8 | 1 | 6
CCOc1ccc(S(=O)(=O)Nc2cccc(C(=O)NCC3CCCO3)c2)cc1 (centres undefined) | -5 | -5 | -6 | 10 | 1 | -3 | 6.0 | 12 | 8
COCCn1c(N)c(C(=O)NS(=O)(=O)c2ccc(C)cc2)c(=O)[nH]c1=O | 11 | 0 | 2 | -1 | 9 | -12 | 0.1 | -1 | 1
c1ccc2c(-c3ccc4nncn4c3)cncc2c1 | -4 | -6 | 4 | 4 | 11 | 19 | 0.4 | 1 | 2
